Assay outcomes: PubChem BioAssay, several laboratories
Hsp70 act: transcriptional activators of Hsp70; HeLa Hsp70 promoter luciferase reporter, luminescence; scaled: vehicle 0, proteasome-inhibitor control 100%; activation, % at 10 µM; 200,000 tested, 0.04% active; AID 1203;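 active = activation above the mean across all tested compounds plus 3 SD, cutoff set per campaign, cut at about 5.5% in these data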;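 also: 100% = MG132 at 30 µM as the positive control and 0% = DMSO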
DTT redox prof: compounds producing H2O2 with reducing agent – biochemical, NIH compound library profiling, artefact control for MLSCN library redox annotation, primary screen | 200,000 tested, 0.03% active | activation, % at 10 µM | DTT-dependent redox cycling H2O2, phenol red/HRP absorbance; 100% = 100 µM peroxide control, 0% = buffer;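 active = activation of at least 50% relative to the plate's high and low controls in the primary single-dose screen; inactive = activation below 50%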;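 also: compound incubated with DTT at 0.8 mM final as the reducing agent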
Efa HMGR inh: inhibitors of class II HMG-CoA reductase from Enterococcus faecalis. 190,000 tested, 0.41% active. inhibition, % at 10 µM. purified E. faecalis HMGR, NADPH absorbance 340 nm kinetic;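 active = inhibition above a set limit, the median over all tested compounds plus 3 SD, cut at about 9.5% in these data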;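 also: enzyme runs in reverse so mevalonate oxidation gives rising NADPH absorbance; 0% = complete reaction with DMSO and 100% = background rate lacking mevalonate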
RAM inhibit: blocks the yeast RAM network; S. cerevisiae dse1pr::URA3 reporter, 5-FOA growth OD615, 2 d; analog-sensitive cbk1-as2 kinase mutant strain; inhibition, % at 50 µM; 190,000 tested, 1.8% active; AID 868;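 active = inhibition above a set limit, 3 SD over mean compound inhibition, cut at about 8.4% in these data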;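 also: 0% = DMSO-only wells with no growth and 100% = 10 µM 1-NA-PP1 full growth; inhibition rescues growth on 5-FOA so higher OD means more RAM inhibition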
TNAP inh noacc: TNAP (human) inhibition, acceptor-free conditions. AID 1012. P05186. 200,000 tested, 0.26% active. purified TNAP, CDP-star luminescence, 30 min. inhibition, % at 20 µM;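 active = tissue-nonspecific alkaline phosphatase inhibition above about 50% at 20 µM in the single-dose screen, limit read from the data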;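 also: 0% = DMSO negative control and 100% = EDTA positive control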
Target sequence (P05186 whole entry, looked up): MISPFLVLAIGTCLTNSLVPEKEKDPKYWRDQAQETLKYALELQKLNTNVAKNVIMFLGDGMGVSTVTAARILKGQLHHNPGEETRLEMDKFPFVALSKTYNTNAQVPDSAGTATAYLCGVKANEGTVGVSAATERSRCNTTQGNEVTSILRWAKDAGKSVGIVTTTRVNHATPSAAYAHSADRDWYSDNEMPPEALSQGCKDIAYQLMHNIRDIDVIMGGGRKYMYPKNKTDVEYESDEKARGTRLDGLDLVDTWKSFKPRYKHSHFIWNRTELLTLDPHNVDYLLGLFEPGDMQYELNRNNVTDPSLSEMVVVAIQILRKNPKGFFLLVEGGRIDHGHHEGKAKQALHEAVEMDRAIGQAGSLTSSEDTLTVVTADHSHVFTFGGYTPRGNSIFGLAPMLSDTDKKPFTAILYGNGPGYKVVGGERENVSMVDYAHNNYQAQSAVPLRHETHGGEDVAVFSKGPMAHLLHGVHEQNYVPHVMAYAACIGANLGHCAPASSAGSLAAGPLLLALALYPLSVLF
PMI act: activators of human phosphomannose isomerase; P34949; 190,000 tested, 0.005% active; activation factor at 20 µM; purified human PMI, coupled resazurin fluorescence, 20 min; active compounds read high; 1 = vehicle control, 0 substrate-free wells; AID 1214;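 active = activation factor of 2 or more at 20 µM, relative to plate controls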
L major viab: Leishmania major promastigote growth inhibition | Leishmania major promastigotes, resazurin fluorescence viability | inhibition, % at 10 µM | 200,000 tested, 9% active | AID 1063; in the data active = inhibition above about 50%;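 also: promastigotes grown with compound for 44 hours at 28 °C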
S1P3 antag: S1P3 (human) receptor antagonism | CHO S1P3 NFAT-BLA reporter, FRET fluorescence, antagonist mode | 170,000 tested, 0.27% active | inhibition, % at 4.98 µM | Q99500;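 active = inhibition above the plate cutoff, the mean inhibition of test wells on that plate plus 3 SD, cut at about 28% in these data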;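 also: cells challenged with S1P at its EC80 of 0.8 µM; blue over green emission ratio from cleaved BLA substrate after 4 h stimulation; 0% = S1P-stimulated wells and 100% = unstimulated DMSO-only wells; some compounds past the cut are filed as inactive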
Target sequence (Q99500 whole entry, looked up): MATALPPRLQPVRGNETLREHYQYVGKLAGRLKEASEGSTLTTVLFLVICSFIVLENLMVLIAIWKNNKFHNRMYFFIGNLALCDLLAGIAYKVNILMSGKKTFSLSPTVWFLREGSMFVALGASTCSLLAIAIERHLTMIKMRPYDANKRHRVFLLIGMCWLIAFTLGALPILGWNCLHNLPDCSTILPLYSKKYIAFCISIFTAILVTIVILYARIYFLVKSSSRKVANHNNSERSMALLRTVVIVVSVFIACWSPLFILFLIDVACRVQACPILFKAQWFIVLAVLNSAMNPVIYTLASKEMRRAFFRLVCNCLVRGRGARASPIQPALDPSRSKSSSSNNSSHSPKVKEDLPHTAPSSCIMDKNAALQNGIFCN
TNAP inh hi DEA: inhibitors of human TNAP at high phosphate acceptor concentration | P05186 | purified TNAP, CDP-star luminescence, 1 M DEA | inhibition, % at 20 µM | 200,000 tested, 0.03% active | AID 1135;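 active = over 50% inhibition of tissue-nonspecific alkaline phosphatase at 20 µM in the single-dose screen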;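 also: plate controls were DMSO wells for no effect and EDTA-quenched wells as full inhibition for full effect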
PMI act satM6P: activators of human phosphomannose isomerase at near-saturating mannose 6-phosphate; P34949; activation factor at 20 µM; 190,000 tested, 0.34% active; coupled PMI enzyme assay, resazurin fluorescence, 20 min; active compounds read high; 1 = untreated enzyme, 0 = substrate-free blank;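 active = activation factor of 2 or more at 20 µM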
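Test system: human phosphomannose isomerase with PGI, G6PDH, diaphorase coupling enzymes; amount: 15 ng/mL PMI; incubation: enzyme reaction with compound 20 min at room temperature; technique: resorufin fluorescence (Ex 544/Em 590 nm) from resazurin via diaphorase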
The depositor's hits bear a star; . = no result given.

The first 2 records, to show the layout:
SMILES	Hsp70 act	DTT redox prof	Efa HMGR inh	RAM inhibit	TNAP inh noacc	PMI act	L major viab	S1P3 antag	TNAP inh hi DEA	PMI act satM6P
O=C(NCC1CCCCC1)c1cc([N+](=O)[O-])ccc1N1CCOCC1	0.3	-1.1	-8	3.5	-12	1.1	5	-2	-1	1.1
CCN(CC)S(=O)(=O)c1cccc(-c2cn3cc(C)ccc3n2)c1	0.5	-0.2	1	1.5	6	0.9	85*	.	2	1.1

All compounds of this part, repeating the preview:
SMILES	Hsp70 act	DTT redox prof	Efa HMGR inh	RAM inhibit	TNAP inh noacc	PMI act	L major viab	S1P3 antag	TNAP inh hi DEA	PMI act satM6P
O=C(NCC1CCCCC1)c1cc([N+](=O)[O-])ccc1N1CCOCC1	0.3	-1.1	-8	3.5	-12	1.1	5	-2	-1	1.1
CCN(CC)S(=O)(=O)c1cccc(-c2cn3cc(C)ccc3n2)c1	0.5	-0.2	1	1.5	6	0.9	85*	.	2	1.1
O=C(Cc1cccs1)Nc1ccc(C(=O)O)cc1	-0.4	1.8	-4	3.4	-8	0.9	-8	-15	-3	0.9
O=C(O)c1ccc(COc2c(F)c(F)cc(F)c2F)cc1	-0.2	3.4	6	0.2	-1	0.9	-7	4	0	0.9
CC1CC(N(C(=O)c2ccc(Cl)cc2)c2ccccc2)c2ccccc2N1C(=O)c1ccco1 (centres undefined)	-0.5	0.3	1	5.0	-9	0.9	57*	.	-10	0.9
Cc1c(C(=O)Nc2cccc(C(F)(F)F)c2)oc2ccc(S(=O)(=O)N3CCOCC3)cc12	-0.2	1.8	-3	3.5	-2	0.9	1	12	-9	0.9
CCNC(=O)C1CN(S(=O)(=O)c2ccccc2)CCN1S(=O)(=O)c1ccccc1 (centres undefined)	-0.3	-0.6	-1	3.0	-7	1	-8	-8	-1	0.9
COC(=O)CN(c1ccc(C)cc1)S(=O)(=O)c1ccc(F)cc1	-0.1	-0.7	-5	1.2	-12	1	3	-5	-6	0.9
O=C(CNc1ccc(C(F)(F)F)cc1[N+](=O)[O-])OCC(=O)c1ccccc1	-0.2	0.2	-4	11*	1	0.9	-1	.	7	0.9
O=C(CN1CCC(c2nc3ccccc3[nH]2)CC1)Nc1ccc2c(c1)OCO2	-0.4	1.2	-3	2.8	-16	1	23	-18	-4	1
Cc1ccc(S(=O)(=O)N(C)C)cc1NC(=O)Cn1c(CN2CCOCC2)nc2ccccc2c1=O	0.1	-1.2	1	3.4	-15	1.1	-10	17	-2	1
Cc1ccccc1Nc1nc(N)nc(CN2C(=O)NC3(CCCCC3C)C2=O)n1 (centres undefined)	0.7	-0.6	2	0.1	-8	1	2	-20	-1	1
CCNC(=S)N/N=C/c1sc(N2CCCCC2)nc1-c1cccs1	-0.2	-0.6	2	5.7	10	0.8	9	0	10	0.7
COCCSc1nnc(NC(=O)Cc2cccs2)s1	-0.1	1.9	-5	1.7	-8	1.1	-3	-26	-2	1
O=C(CSc1nnc(Cn2c(=O)sc3ccccc32)n1-c1ccccc1)Nc1nccs1	-0.2	-0.7	-7	3.4	-5	0.9	2	-11	-5	1
Cc1ccccc1-c1nnc(SCC(=O)NC2CCCCC2)o1	-0.6	-0.5	1	0.2	-2	1	-1	-17	4	1
c1ccc(-c2nnc(SCC3CCCCO3)nc2-c2ccccc2)cc1 (centres undefined)	-0.3	-0.3	0	5.1	-8	1.1	0	-8	-6	1.1
CCNC(=O)NC(=O)COC(=O)CCc1nc(=O)c2ccccc2n1C	0.1	-0.4	-6	3.4	11	1.1	-3	-12	-3	1.1
C=CCn1c(N)c(C(=O)NCc2cccnc2)sc1=S	-0.1	-0.1	1	-0.3	-21	0.9	-2	-31	-5	1
CC(C)(C)c1ccc(-c2noc(CCC(=O)NCc3ccco3)n2)cc1	-0.2	-1.1	-5	5.3	-7	1	9	-2	-6	1
Cc1noc(C)c1COc1ccc(CC(=O)NCCc2ccccc2)cc1	-0.1	0.0	-6	1.9	-1	1.1	-1	-15	-3	1
O=C(c1ccc(=O)oc1)N1CCN(c2ccc(F)cc2)CC1	.	.	1	1.9	-8	1	.	.	-5	1
CC(C)c1nc2sc3c(c2c(=O)o1)CCCC3	0.0	1.3	-4	-0.3	-5	1	15	.	-3	0.9
CC(C#CCN1CCCCC1)OCCOCc1ccccc1 (centres undefined)	0.0	-4.5	-4	0.7	-1	1.2	25	.	-3	1.1
CC(=O)Nc1cc2c(cc1[N+](=O)[O-])OCCO2	0.0	-0.7	-2	1.4	-8	1.1	7	-25	3	1
O=C(O)Cc1nn(Cc2ccc(Cl)cc2)c(=O)c2ccccc12	-0.2	1.1	2	0.5	-10	1	-5	-25	-4	1
COC(=O)C1=NN(C(=O)c2ccccc2)C(C)(O)C1 (centres undefined)	-0.1	-0.1	-2	2.9	-6	0.9	-5	.	0	1
COc1ccccc1NS(=O)(=O)N(C)C	0.1	0.3	1	2.6	-6	1	-1	.	1	1
CCOC(=O)c1sc(=S)n(C)c1NC(=O)c1ccccc1Cl	-0.4	0.0	-1	3.9	-19	0.8	-4	-16	-2	1
COc1ccccc1N1C(=O)CC(Sc2nccc(C)n2)C1=O (centres undefined)	-0.1	1.5	-3	0.6	-4	1	-3	-13	-5	1.1
CN(C)S(=O)(=O)c1cccc(N=C2NN=C(c3ccccc3)CS2)c1	-0.5	0.6	1	3.5	-10	0.7	-6	-2	-3	0.8
CCc1cc2c(=O)c(-c3ccc4c(c3)OCCO4)coc2cc1OS(C)(=O)=O	0.0	0.2	-1	3.7	-9	0.8	15	17	0	0.9
Cc1cc(NC(=O)c2ccc3c(c2)OCCO3)no1	-0.3	-2.0	-6	0.6	-12	1	-5	0	-5	1
Cc1ccc2[nH]c(=O)c(CN(CCCN3CCOCC3)C(=O)Nc3ccc(Cl)cc3)cc2c1	0.1	-0.7	7	-0.1	-1	1	29	-17	-3	1.1
Oc1ccccc1Nc1nc(NCC2CCCO2)c2ccccc2n1 (centres undefined)	-0.3	3.2	-4	1.3	-10	0.9	82*	12	-2	0.9
Cc1ccc(C(=O)OCC(=O)NCc2cccs2)cc1	-0.5	0.5	-1	3.0	-4	1	-3	2	1	1
Cc1nc2ccccc2nc(C)c1=NOCc1ccccc1Cl	0.1	0.1	-1	1.3	3	0.8	6	5	4	0.8
COc1ccc(-c2cc(=O)oc3cc(OCC(C)=O)ccc23)cc1	-0.3	0.3	-3	4.7	-6	1	64*	4	-5	1
CCOC(=O)c1c(C)[nH]c(C)c1C(=O)CSc1nnc(-c2ccncc2)n1C	-0.1	1.2	0	-0.3	-10	1.1	-6	-2	-7	1
Cc1cc(C)nc(NC(=O)Cc2cccs2)n1	-0.1	-0.3	-6	1.5	-9	0.9	-1	1	-3	1
Cc1ccc(S(=O)(=O)N(CC(=O)NCc2ccco2)Cc2ccccc2F)cc1	-0.2	1.9	3	1.0	-11	0.9	93*	0	-4	0.9
NC12CC3CC(C1)CC(O)(C3)C2	-0.3	1.6	4	1.8	-13	1	-2	13	-4	1
COc1ccc(N2C(=O)CSC2c2ccc3c(c2)OCO3)cc1 (centres undefined)	0.1	0.0	1	0.8	-11	0.9	2	6	-2	1
O=C(O)c1ccnc(SCC(=O)c2ccccc2)c1	-0.2	0.1	4	2.3	-7	1.4	-3	-15	-2	1.5
COc1ccc(S(=O)(=O)Nc2cccc(S(=O)(=O)N3CCCCCC3)c2)cc1	-0.5	0.6	-6	14*	-3	0.8	-2	-12	-3	0.9
Cc1cc(C(=O)N2CCOCC2)n(-c2ccccc2)n1	0.2	-0.9	-3	2.1	-16	0.9	-6	-29	-4	0.9
COc1ccc(S(=O)(=O)Cc2ccc(C(=O)N3CCN(C(=O)c4ccco4)CC3)o2)cc1	-0.3	-1.0	-1	0.6	-20	0.9	-4	-13	-4	0.9
c1nc2nc3c(c(N4CCOCC4)n2n1)CCCC3	-0.2	-1.1	-8	0.9	-17	1.1	-4	.	-2	1

A few values from the list:
Value of CCOC(=O)c1c(C)[nH]c(C)c1C(=O)CSc1nnc(-c2ccncc2)n1C under TNAP inh hi DEA: -7
Value of Cc1cc(C)nc(NC(=O)Cc2cccs2)n1 under Efa HMGR inh: -6
Value of COc1ccc(S(=O)(=O)Cc2ccc(C(=O)N3CCN(C(=O)c4ccco4)CC3)o2)cc1 under TNAP inh hi DEA: -4

Later entries:
SMILES	Hsp70 act	DTT redox prof	Efa HMGR inh	RAM inhibit	TNAP inh noacc	PMI act	L major viab	S1P3 antag	TNAP inh hi DEA	PMI act satM6P
O=C(Cn1nc(-c2ccccc2)c2ccccc2c1=O)Nc1cccc(O)c1	-0.2	-1.0	1	1.7	-8	0.9	15	14	-6	0.9
N/C(=N\c1nc2c(c(=O)[nH]1)CCCC2)Nc1ccccc1Sc1ccccc1	-0.5	0.2	1	1.0	-21	1	27	.	-9	1
CCOc1ccc(CCNC(=O)c2nnc(Cc3ccc(F)cc3)o2)cc1OCC	0.0	0.6	0	-0.5	0	1.1	-6	0	-4	1
CCCSc1nnc(-c2c[nH]c3ccccc23)n1C	0.0	-1.0	-1	1.7	-21	1	2	4	-8	1
OC(CNCC(c1ccc(Cl)cc1Cl)c1c[nH]c2ccccc12)c1ccccc1 (centres undefined)	-0.2	-0.3	-3	-2.1	-9	1	100*	-20	-7	1
CC(C)CC1(C(=O)NCc2cc(F)cc(C(F)(F)F)c2)C=CCN1C(=O)c1ccccc1 (centres undefined)	-0.1	0.5	1	-0.1	-12	1	4	-1	-7	0.9
CCc1cc2c(NC(Cc3c[nH]c4ccccc34)C(=O)O)nc(C)nc2s1 (centres undefined)	1.4	-0.1	-4	0.9	-8	1	-9	-4	1	1.1
CN(CC(=O)Nc1nc2ccccc2s1)S(=O)(=O)c1ccc(Cl)cc1	-0.1	0.1	-3	1.5	-14	0.9	88*	.	-2	0.9
COc1ccc(/C=N/N(Cc2ccccc2)c2ccccc2)cc1O	-0.1	-0.7	-2	4.0	-5	0.8	3	4	-1	0.8
COc1cc2c(cc1OC)C(C)N(C(=O)C1COc3ccccc3O1)CC2 (centres undefined)	-0.3	0.0	0	2.6	-8	1	11	-22	-4	1
COc1cccc(CNC(=O)CCC2CCCN(C(=O)c3ccoc3)C2)c1 (centres undefined)	-0.1	-2.0	-7	0.8	-6	1	2	21	-5	1.1
Cc1nnc(SCC2=C(C(=O)O)N3C(=O)C(NC(=O)c4cccc(F)c4F)C3SC2)s1 (centres undefined)	0.2	-1.1	-3	3.3	2	1	-4	11	-1	0.9
CCC(=O)NC(=S)Nc1cccc(NC(=O)c2ccccc2Cl)c1	-0.4	-8.2	1	-0.5	-8	0.9	3	.	0	1
CCN(CC)S(=O)(=O)c1cc(C(=O)OCC(=O)NC2CCCc3ccccc32)ccc1C (centres undefined)	-0.5	-0.5	4	7.4	-18	0.9	51*	-8	0	0.9
O=C(CSc1nc2[nH]ncc2c(=O)[nH]1)N1CCCCC1	-0.3	-0.1	-3	0.5	-2	0.9	-2	-25	1	1
O=C(N/N=C(/CC(=O)c1cccs1)C(F)(F)F)c1ccc(O)cc1	-0.3	0.5	-3	0.4	1	1.1	47	-8	6	1
